From PubChem BioAssay
Abeta rescue: qHTS for compounds that reverse cellular toxicity of Amyloid beta (A-beta) peptide in yeast: Primary Screen. yeast expressing A-beta42, growth rescue, OD600, 48 h; response scale: 0% DMSO, 100% iron-clioquinol control. Potency, µM (series often up to 46.1 µM), for the others: at the highest dose growth rescue, hits mostly activators. 410,000 compounds, 0.063% hits. AID 1347071, 2019; also: potency is read from the fitted curve at half-maximal effect; nearly all actives have a fitted effect of over 55% in size
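Yeast growth medium received pinned compounds, then yeast cells expressing toxic A-beta were added; plates incubated at 30 C for 48 hr. Growth read as absorbance at 600 nm, normalized to DMSO and equimolar FeCl3 plus clioquinol controls.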
pAkt inh: HTS Assay for Inhibitors of Akt Phophorylation: Primary Screen | Neuro2A IGF-stimulated pAkt S473 HTRF, 20 min; hits give low values | 360,000 compounds, 0.32% hits | activity change, % for hits at 50 µM; in the data active = activity change below about -80%; inconclusive = mostly about -51% to -80%; also: % is scaled to controls: 0 for no effect and ±100 for the full control effect
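Neuro2A cells in DMEM with 0.5% FBS, overnight at 37 deg C, given compound at single 50 µM final, then IGF (6 nM final) for 20 min at 37 deg C. Lysed; phospho-Akt Ser473 by HTRF after 24 h, 665/615 ratio.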
Mm-Cpn inhibitor: Inhibitors of TCP-1 ring complex (TRiC) of Methanococcus maripaludis (MmCpn): qHTS. Chaperonin Mm-Cpn (Methanococcus maripaludis). Potency, µM (highest dose often 76.9 µM), without a hit: at the highest dose activity, negative = inhibition, actives largely listed as inhibitors. purified Mm-Cpn ATPase, ADP Transcreener TR-FRET. 330,000 compounds, 0.031% hits; also: potency is read from the fitted curve at half-maximal effect; % is scaled to controls: 0 for no effect and ±100 for the full control effect; nearly all actives have a fitted effect of over 80% in size
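ATP (10 uM final) was added to archaeal chaperonin (25 nM final) after 10 min exposure to test compound at 37°C; after 30 min further incubation, ADP was detected by competitive TR-FRET.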
HEK293 tox: qHTS of GLP-1 Receptor Inverse Agonists: Cytotox Screen. HEK293 cAMP-luciferase reporter cells, luminescence, 24 h. 410,000 compounds, 0.13% hits. Potency, µM (titrated, usually from 38.3 µM), inactives show at the highest dose activity change, negative = inhibition, usual class: inhibitors;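 also: loss of luciferase light is scored as toxicity; potency is read from the fitted curve at half-maximal effect; % is scaled to controls: 0 for no effect and ±100 for the full control effect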
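MLSMR compounds, 24 hr on cells at 37 deg C/5% CO2; luminescence after luciferase reagent (12 min RT). Inhibition counted as the undesired cytotoxic outcome.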
aSyn rescue: qHTS of alpha-syn Inhibitors | 370,000 compounds, 0.14% hits | Yeast expressing alpha-synuclein, growth rescue, BacTiter-Glo, 24 h | Potency, µM (highest dose often 46.1 µM), inactives show at the top dose growth rescue (activation), most hits filed as activators; also: potency is read from the fitted curve at half-maximal effect; % of control where 0% means no effect; nearly all actives have a fitted effect of over 65% in size
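Rescue of yeast growth: cells expressing toxic alpha-synuclein, induced in galactose at OD600 0.02, incubated with compound 24 h at 30 C. ATP luminescence quantified growth; inhibitors of toxicity appear as activators.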
PTHR1 agonist: qHTS for PTHR1 Agonists: Primary Screen; Parathyroid hormone/parathyroid hormone-related peptide receptor (Homo sapiens), Q03431; HEK293 GP2 PTHR1 cells, GloSensor cAMP luminescence, 1 h; Potency, µM (top dose mostly 115 µM), for inactives: at the top dose activation, actives largely listed as activators; 410,000 compounds, 0.075% hits; AID 743266, 2014; also: potency is read from the fitted curve at half-maximal effect; nearly all actives have a fitted effect of over 55% in size; some results filed as inactive show a strong effect at the top dose; inactives centre near -15; many of its hits are not listed in these tables
Target sequence (Q03431 whole entry, looked up): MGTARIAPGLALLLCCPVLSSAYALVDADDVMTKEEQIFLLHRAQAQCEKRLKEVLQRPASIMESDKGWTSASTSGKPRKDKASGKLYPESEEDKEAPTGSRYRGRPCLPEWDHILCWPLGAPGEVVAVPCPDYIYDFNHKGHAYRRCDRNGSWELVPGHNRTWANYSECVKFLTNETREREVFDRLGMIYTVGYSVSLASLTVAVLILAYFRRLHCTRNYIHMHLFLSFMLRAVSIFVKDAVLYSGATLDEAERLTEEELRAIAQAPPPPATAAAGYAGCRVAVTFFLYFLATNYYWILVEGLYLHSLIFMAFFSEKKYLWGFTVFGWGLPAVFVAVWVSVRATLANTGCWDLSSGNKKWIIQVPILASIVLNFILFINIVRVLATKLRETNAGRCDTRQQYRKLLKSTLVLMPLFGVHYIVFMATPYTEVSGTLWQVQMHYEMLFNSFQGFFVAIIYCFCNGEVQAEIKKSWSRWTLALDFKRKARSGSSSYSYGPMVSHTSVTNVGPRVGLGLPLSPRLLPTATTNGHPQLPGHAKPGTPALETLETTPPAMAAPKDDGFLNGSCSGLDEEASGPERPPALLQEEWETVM
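HEK-293-derived GP2 cells expressing PTHR1 and a GloSensor cAMP reporter, 3,000/well, plated overnight, given luciferin plus IBMX (each 0.5 mM as added) for 1 h at 37 °C, then compound for 1 h at 37 °C. Luminescence was read after 15 min at room temperature.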
FUS suppressor: qHTS for Suppressors of FUS Proteinopathy: Primary screen using FUS-linked yeast assay | S. cerevisiae FUS-expressing, growth rescue, OD600, 24 h | Potency, µM (top dose mostly 76.6 µM), without a hit: at the top dose growth rescue (activation), actives largely listed as activators | 390,000 compounds, 0.24% hits | AID 1347120, 2019;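 also: potency is read from the fitted curve at half-maximal effect; plate controls were DMSO vehicle for no effect and reference control for full effect; nearly all actives have a fitted effect of over 55% in size; some results filed as inactive show a strong effect at the top dose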
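Read-out: OD at 600 nm after 24hr at 30C, reporting rescue of FUS-induced yeast toxicity. Cells at OD 0.005 in galactose (2%) minimal medium; compounds tested in a dilution series; CP55940 titration from 92uM final as control.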
TDP-43 yeast inh: qHTS of TDP-43 Inhibitors | Potency, µM (titrated, usually from 46.1 µM), without a hit: at the highest dose growth rescue (activation), hits mostly activators | 410,000 compounds, 1.8% hits | TDP-43 expressing yeast growth rescue, BacTiter-Glo, 24 h | AID 652104, 2013; also: potency is read from the fitted curve at half-maximal effect; % of control where 0% means no effect; nearly all actives have a fitted effect of over 50% in size
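Readout is BacTiter-Glo luminescence of cell growth, so inhibitors register as activators. TDP-43-expressing yeast at OD600=0.02 in galactose medium, after raffinose pregrowth to mid-log, were incubated with compound for 24 hr at 30 deg C.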
GLP-1R inv ag: qHTS of GLP-1 Receptor Inverse Agonists (Inhibition Mode). HEK293 GLP-1R CRE-luciferase, luminescence, 24 h; GLP-1R form is constitutively active. Potency, µM (doses to about 38.3 µM), inactives show at the highest dose activity change, negative = inhibition, usual class: inhibitors. 410,000 compounds, 1.6% hits; also: potency is read from the fitted curve at half-maximal effect; % is scaled to controls: 0 for no effect and ±100 for the full control effect; nearly all actives have a fitted effect of over 55% in size
Target sequence (P43220 whole entry, looked up): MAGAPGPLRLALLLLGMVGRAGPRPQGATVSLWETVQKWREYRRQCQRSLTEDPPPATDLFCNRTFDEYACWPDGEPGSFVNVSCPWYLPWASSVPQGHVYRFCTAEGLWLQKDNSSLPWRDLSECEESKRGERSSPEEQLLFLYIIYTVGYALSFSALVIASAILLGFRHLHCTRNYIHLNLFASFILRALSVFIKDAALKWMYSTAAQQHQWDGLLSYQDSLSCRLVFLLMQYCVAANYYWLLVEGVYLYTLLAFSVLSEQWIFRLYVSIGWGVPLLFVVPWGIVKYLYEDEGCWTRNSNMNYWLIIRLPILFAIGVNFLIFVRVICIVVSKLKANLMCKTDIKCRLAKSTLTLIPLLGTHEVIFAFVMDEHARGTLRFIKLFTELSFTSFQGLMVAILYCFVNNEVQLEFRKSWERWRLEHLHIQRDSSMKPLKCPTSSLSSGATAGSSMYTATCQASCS
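Assay principle: reduced luminescence from a cAMP-responsive reporter in HEK293 cells co-expressing a constitutively active GLP-1R. Conditions: 24 hr compound incubation, 37 deg C, 5% CO2.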
Active calls of the source: *; i = inactive; ? = inconclusive; / = not tested or not shown; & = joins results of further samples; [ ] = dose if it differs, or a comment. Unless noted, calls follow the shape of the dose curve; as a rule, active = well fitted curve in the direction sought with a large enough effect; inconclusive = small, poorly fitted or top-dose-only effect, or another doubt; inactive = no such curve, though single readings can be large; an effect the other way counts as inactive or inconclusive. The list is partial; count on the stated rates, not on these rows.

SMILES	Abeta rescue	pAkt inh	Mm-Cpn inhibitor	HEK293 tox	aSyn rescue	PTHR1 agonist	FUS suppressor	TDP-43 yeast inh	GLP-1R inv ag
CC(=O)N(c1c(C)n(C)n(-c2ccccc2)c1=O)C1(C(=O)NC2CCCC2)CCCCC1	-2%	i	2%	-5%	0%	-7%	4%	2%	1%
NC(=S)NN=C1CCCCCCCCC1	11%	i	/	4.5µM*	-14%	-24%	/	-12%	2.8µM*
CCOC(=O)c1ccccc1NC(=O)c1cccs1	-1%	i	-2%	1%	0%	-62%[inhibitor][57.5 µM]	-5%	?	8%
Fc1ccc2nc(N3CCCC3)sc2c1	-6%	i	-5%	0%	2%	-31%[inhibitor]	-3%	-3%	12%
Cc1nnc(Cc2ccco2)c2n[nH]c(C)c12	9%	i	/	5%	1%	i	15%	11%	7%
CSc1nc(C)c(CCOCc2ccccc2)c(=O)[nH]1	9%	i	4%	-8%	0%	i	-4%	19%	-3%
Clc1ccc(Oc2nc3ccccc3n3cccc23)cc1	10%	i	-1%	1%	0%	-16%[57.5 µM]	-8%	1%	13%
O=C(c1cc(-c2ccccc2)nc2ccccc12)N1N=C(C(F)F)CC1(O)C(F)F (stereo not drawn)	14%	?	2%	-16%	10%	-30%	-4%	11%	-12%
CCOc1ccccc1NS(=O)(=O)c1csc(C(N)=O)c1	0%	i	0%	1%	7%	-5%	-6%	13%	11%
O=C1C2CCC(C2)C1CN1CCOCC1 (stereo not drawn)	-2%	i	/	-7%	2%	i	3%	-10%	0%
CC(=O)c1cc(CN2CCC(C(=O)Nc3cccc(-c4cscn4)c3)CC2)cs1	-18%	i	1%	-26%	5%	-31%[inhibitor]	21%	-10%	?
COc1cccc(-c2ocnc2C(=O)Nc2ccc(N3CCOCC3)cc2N2CCOCC2)c1	-11%	i	0%	1%	-5%	i	27%	?	7%
O=C(c1nc(-c2ccccc2)n(-c2ccccc2)n1)N1CCCCCC1	-6%	i	2%	-4%	8%	-9%[57.5 µM]	13%	6%	-9%
Cn1cnnc1SCC(=O)NC1CCCCCC1	10%	i	2%	-5%	0%	-9%	-14%	7%	18%
CN(C)c1cc[nH]c(=O)c1C#N	-8%	i	-1%	3%	-3%	i	-15%	0%	18%
Cc1ccc(C(=O)Nc2nc3ccc(S(=O)(=O)N4CCCC4)cc3s2)cc1	-19%	/	/	-3%	/	14%	-32%	0%	11%
CNc1c(-n2cc(C(=O)OC)c(C(=O)OC)c2C(=O)OC)c(=O)n(C)c(=O)n1C	1%	i	2%	3%	-10%	2%	10%	-9%	3%
Cc1ccc(NC(=O)CC2C(=O)NCCN2C(=O)c2ccc(F)cc2)cc1 (stereo not drawn)	-9%	i	2%	-5%	7%	i	/	6%	15%
COc1ccc(CC2CCOC2=O)cc1 (stereo not drawn)	11%	i	2%	-11%	-14%	-4%[57.5 µM]	21%	12%	1%
CCN(CC)S(=O)(=O)c1cccc(C(=O)N[C@H](C(=O)NCc2ccccc2F)C(C)C)c1	-2%	i	-2%	2%	-2%	10%	17%	0%	?
COc1ccc(OC)c(CCNC(=O)c2csc3c2CCCCC3)c1	11%	/	/	5%	/	i	11%	?	?
CC(C)CC(NC(=O)C1CCCCC1)C(=O)NC(C)c1ccccc1 (stereo not drawn)	4%	i	0%	11%	0%	i	23%	-5%	-28%
COc1ccccc1S(=O)(=O)Cc1ccc(C(=O)NCCN(C)C)o1	-15%	i	/	3%	?	-7%	-16%	-7%	6%
C[C@@H]1CC=C[C@H]2[C@H]1C(=O)N(Cc1ccccc1)[C@H]2c1ccc2ccccc2c1/C=C/c1ccccc1	12%	i	-1%	10%	10%	i	-9%	15%	4%
Cn1c(-c2ccc(F)cc2)cnc1NCc1ccc(C#N)cc1	7%	i	1%	8%	-4%	i	15%	-11%	0%
Cc1ccc(NC(=O)CN2CCOCC2)c(Br)c1	0%	i	0%	11%	-8%	-5%	8%	-2%	26%
O=C(CCc1ccccc1)NC1CCSC1=O (stereo not drawn)	2%	i	2%	0%	2%	i	4%	0%	9%
N=c1c[n+](N2CCOCC2)[n-]o1	-23%	/	0%	6%	1%&-1%	-4%	-41%	18%	11%
CCc1ccccc1NC(=O)c1ccc2c(c1)N(Cc1cc(C)ccc1C)C(=O)c1ccccc1S2(=O)=O	3%	/	/	-1%	0%	i	-8%	20%	-1%
CC(Oc1cccc(Cl)c1)C(=O)Nc1ccncc1 (stereo not drawn)	-15%	i	-2%	4%	-4%	i	-12%	-6%	0%

Compound profiles, as listed above. Screens in order: Abeta rescue | pAkt inh | Mm-Cpn inhibitor | HEK293 tox | aSyn rescue | PTHR1 agonist | FUS suppressor | TDP-43 yeast inh | GLP-1R inv ag
`COc1ccccc1S(=O)(=O)Cc1ccc(C(=O)NCCN(C)C)o1` in the list: -15% | i | / | 3% | ? | -7% | -16% | -7% | 6%
`C[C@@H]1CC=C[C@H]2[C@H]1C(=O)N(Cc1ccccc1)[C@H]2c1ccc2ccccc2c1/C=C/c1ccccc1` in the list: 12% | i | -1% | 10% | 10% | i | -9% | 15% | 4%
`Cc1ccc(NC(=O)CC2C(=O)NCCN2C(=O)c2ccc(F)cc2)cc1` (stereo not drawn) in the list: -9% | i | 2% | -5% | 7% | i | / | 6% | 15%
`N=c1c[n+](N2CCOCC2)[n-]o1` in the list: -23% | / | 0% | 6% | 1%&-1% | -4% | -41% | 18% | 11%

Further structures follow:
SMILES	Abeta rescue	pAkt inh	Mm-Cpn inhibitor	HEK293 tox	aSyn rescue	PTHR1 agonist	FUS suppressor	TDP-43 yeast inh	GLP-1R inv ag
CC1CCC(CN2C(Nc3ccccc3)=NC[C@@H]2Cc2ccccc2)CC1 (stereo partly drawn)	1%	i	2%	-12%	8%	-12%	3%	3%	8%
COC(=O)c1cccc(NC2CC(=O)N(c3ccc(OC)c(OC)c3)C2=O)c1 (stereo not drawn)	16%	i	-3%	10%	0%	-1%[57.5 µM]	29%	26%	0%
COc1ccc(/C=C2\CCC(C3CCCC3)C2=O)cc1Cn1nc(C)cc1C (stereo not drawn)	14%	i	1%	1%[1.53 µM]	-2%	-10%	-9%	19%	-8%
Cc1nc2sccn2c(=O)c1S(=O)(=O)NCc1ccccc1Cl	-3%	i	1%	2%	-1%	-14%	-21%	17%	-4%
C[C@@H]1CCCCO[C@@H](CN(C)Cc2ccncc2)[C@@H](C)CN([C@H](C)CO)C(=O)c2cc(NC(=O)c3ccccc3)ccc2O1	7%	i	/	-6%	-2%	-12%	-2%	24%	4%
O=S(=O)(NCC(c1cccs1)S(=O)(=O)c1ccccc1)c1ccccc1 (stereo not drawn)	-37%	/	/	1%	/	-63%[inhibitor]	-2%	2.8µM*	-13%
COC(=O)[C@@H](NS(=O)(=O)c1ccc(F)cc1Br)C(C)C	-6%	i	/	2%	-8%	-8%	-18%	0%	-2%
CCN1CCN(c2ccc(S(=O)(=O)N3CCOCC3)cc2NC(=O)c2ccccc2OC(F)F)CC1	1%	i	-8%	-14%	4%	i	14%	-19%	51%[activator]
CCC(=O)NNc1cccc(Cl)n1	-10%	i	3%	1%	0%	i	-42%	15%	7%
CC(C)(C)NC(=O)NC(=O)COC(=O)C1=COCCO1	8%	i	0%	79%[activator]	0%	i	7%	-9%	5%
CCCn1c(C(O)c2cccc(OC)c2)nc2ccccc21 (stereo not drawn)	6%	i	-2%	-6%	0%	i	27%	-29%	?
CC(=O)c1ccccc1NC(=O)CCN1C(=O)C2CCCCC2C1=O (stereo not drawn)	6%	i	-2%	0%	-9%	i	0%	17%	-7%
CC1(C)CC(=O)c2cc(C(=O)Nn3cnnc3)c(=O)n(-c3ccccc3)c2C1	3%	i	1%	-13%	0%	-15%[57.5 µM]	4%	8%	6%
CC(=O)Nc1ccc(SCC(=O)N(C)CC(=O)Nc2ccccc2Cl)cc1	6%	i	2%	4%	-17%	i	6%	13%	-6%
COc1ccc(C)cc1-n1[nH]nnc1=S	-20%	i	-3%	-9%	-2%	i	-9%	-7%	-9%
CN1CCN(C(=O)c2ccccc2[N+](=O)[O-])CC1	13%	i	0%	9%	-3%	-17%	-13%	2%	-1%
Cc1ccc(S(=O)(=O)N2CCC[C@H]2C(=O)OCC(=O)N2CCc3ccccc32)cc1	-11%	i	0%	-18%	7%	i	/	-33%	13%
COc1cc(S(=O)(=O)N2CCn3cccc3C2C)ccc1NC(C)=O (stereo not drawn)	1%	i	-1%	0%	-1%	i	20%	9%	9%
O=C(O)CCC(NS(=O)(=O)c1ccc(N2CCCC2=O)cc1)C(=O)O (stereo not drawn)	21%	i	3%	6%	-13%	i	-3%	-11%	15%
O=C(OCC(=O)N1CCN(c2ccccc2)CC1)c1ccccn1	20%	i	0%	5%	3%	-26%	18%	0%	0%
CCOC(=O)c1ccc(N2C(=O)CC(Nc3ccc(O)cc3)C2=O)cc1 (stereo not drawn)	-9%	i	-3%	0%	-1%	i	18%	-4%	-11%
N[C@@H](Cc1cc(I)c(O)c(I)c1)C(=O)O	-25%	i	2%	-1%	1%&-13%	i	-9%	7%	4%
Nc1c(-c2ccccc2)c(CSc2nc3ccccc3[nH]2)nn1-c1cccc(C(=O)O)c1	-18%	i	4%	-2%	-4%	i	27%	-11%	8%
